IDE inh = inhibits human insulin-degrading enzyme in HEK cells | actives 0.41% (n = 320,000) | FAbetaB cleavage, fluorescence polarization | inhibition, % at 5.59 µM | P14735;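 active means percent inhibition above the average of all tested compounds plus 3 SD, set per screening campaign, cut at about 16% in these data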;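 further: IDE supplied by intact live HEK cells; FP after avidin binding of uncleaved biotin substrate so inhibition keeps polarization high; 0% = DMSO wells and 100% = 60 µM reference IDE inhibitor Ii1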
Target sequence (P14735 whole entry, looked up): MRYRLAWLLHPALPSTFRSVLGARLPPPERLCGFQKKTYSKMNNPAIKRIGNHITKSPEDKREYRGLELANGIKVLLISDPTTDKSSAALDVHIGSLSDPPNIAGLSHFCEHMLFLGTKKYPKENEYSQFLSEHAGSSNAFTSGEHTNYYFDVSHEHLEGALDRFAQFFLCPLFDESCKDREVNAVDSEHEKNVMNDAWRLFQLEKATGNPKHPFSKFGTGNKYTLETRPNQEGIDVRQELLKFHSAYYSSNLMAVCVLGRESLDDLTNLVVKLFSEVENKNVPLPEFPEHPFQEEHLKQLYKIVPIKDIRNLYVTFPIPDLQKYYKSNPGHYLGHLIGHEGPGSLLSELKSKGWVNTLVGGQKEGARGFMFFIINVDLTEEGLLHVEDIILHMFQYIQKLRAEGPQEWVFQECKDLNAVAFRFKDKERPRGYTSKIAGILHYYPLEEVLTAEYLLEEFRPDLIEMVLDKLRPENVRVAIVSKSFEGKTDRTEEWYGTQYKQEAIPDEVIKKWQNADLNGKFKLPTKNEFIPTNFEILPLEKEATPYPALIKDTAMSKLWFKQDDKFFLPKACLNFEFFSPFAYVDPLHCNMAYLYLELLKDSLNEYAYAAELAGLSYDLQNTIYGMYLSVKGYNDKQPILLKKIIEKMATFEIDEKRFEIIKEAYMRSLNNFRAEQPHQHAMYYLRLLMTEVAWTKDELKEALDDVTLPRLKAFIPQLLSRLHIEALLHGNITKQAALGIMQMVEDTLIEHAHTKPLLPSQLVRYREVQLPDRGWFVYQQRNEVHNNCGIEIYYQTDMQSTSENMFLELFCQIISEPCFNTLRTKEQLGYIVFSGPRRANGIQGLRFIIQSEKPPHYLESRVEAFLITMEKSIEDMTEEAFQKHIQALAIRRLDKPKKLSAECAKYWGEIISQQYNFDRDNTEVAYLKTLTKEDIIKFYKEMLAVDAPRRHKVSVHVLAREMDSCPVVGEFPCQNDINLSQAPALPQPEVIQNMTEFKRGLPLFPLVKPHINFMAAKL
UBC9 SUMO inh = blocks human SUMOylation mediated by UBC9. inhibition, % at 35 µM. AID 2006. HTRF SUMOylation assay, SAE1/SAE2 + UBC9, in vitro. actives 0.36% (n = 290,000); in the data active means inhibition above about 50%, passing the limit was not always enough; further: strong numbers were not always called active
GalR3 antag = antagonists of human GalR3. actives 0.44% (n = 360,000). HEK293 GalR3-CNG cAMP membrane potential fluorescence; galR3 body fused to GalR1 C-terminus. AID 651719. inhibition, % at 3 µM. O60755;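 active means inhibition above the screen-wide average plus 3 SD, cut at about 13% in these data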;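 further: forskolin and galanin both at EC90 stimulate the cells; cAMP rise reported by CNG channel membrane potential dye signal; 0% = forskolin plus galanin with DMSO and 100% = forskolin alone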
VIM-2 inhibitor = blocks Pseudomonas aeruginosa VIM-2 metallo-beta-lactamase. AID 1527. purified VIM-2, nitrocefin hydrolysis, epi-absorbance fluorescence. actives 0.89% (n = 290,000). inhibition, % at 5.6 µM;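 active means inhibition above the mean of all tested compounds plus 3 SD, cutoff set per screening run, cut at about 7.5% in these data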;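 further: red hydrolysis product quenches plate fluorescence so inhibitors raise well fluorescence; 0% = enzyme with DMSO and 100% = DMSO without enzyme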
HCV NS3 hel inh = blocks Hepatitis C virus NS3 helicase unwinding | NS3 helicase DNA unwinding, Cy5 molecular beacon fluorescence | inhibition, % at 10.9 µM | actives 0.56% (n = 290,000);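 active means inhibition above the mean of all tested compounds plus 3 SD, set per campaign, cut at about 35% in these data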;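 further: 0% = DMSO wells and 100% = thioflavine S control wells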
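Assay system: hepatitis C virus NS3 helicase domain fragment enzyme. Also added: annealed dual-labelled DNA beacon duplex, ATP-started. Timing: 1 h reaction at 25 °C, ATP-initiated. Technique: Cy5 fluorescence at 0 and 60 min, beacon hairpin quenching. Evaluation: % inhibition of unwinding. Replication: one well per compound.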
IMP-1 inh = blocks Pseudomonas aeruginosa IMP-1 metallo-beta-lactamase. purified IMP-1, nitrocefin hydrolysis, epi-absorbance fluorescence. inhibition, % at 5.6 µM. AID 1556. actives 0.45% (n = 290,000);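 active means inhibition above the mean plus 3 SD of all compounds in the same screening run, cut at about 4.5% in these data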;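 further: 0% = IMP-1 with DMSO and 100% = DMSO wells lacking enzyme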
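Assay system: purified recombinant IMP-1 beta-lactamase. Input: IMP-1 0.2 nM before substrate addition. Buffer or medium: Zinc- and detergent-supplemented HEPES buffer, pH 7.1. Schedule: 25 °C, 15 min preincubation, 25 min reaction. Signal: Epi-absorbance fluorescence, 480 nm excitation, 530 nm emission. Evaluation: percent inhibition from optical density relative to buffer-blank wells.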
CRFBP-R2 block = blocks CRF-induced signaling of the CRF-BP/CRF-R2 complex; AID 588475; HEK293 CRF-R2/CRF-BP, CRF-induced calcium fluorescence; inhibition, % at 11.8 µM; actives 0.59% (n = 350,000);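 active means inhibition of the ligand-induced calcium signal above about 50% at the single tested concentration, limit read from the data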
IDE cell activ = IDE (human) activation, cell-based. P14735. HEK cells, FAbeta-B cleavage, fluorescence polarization; 0% vehicle, 100% cell-free pure enzyme wells. activation, % at 5.96 µM. actives 0.073% (n = 340,000). AID 493087;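 active means activation above the mean of all tested compounds plus 3 SD, set per screening campaign, cut at about 17% in these data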
p-CIP stab down = compounds decreasing mouse p/CIP protein stability; decrease of EGFP signal, % at 10 µM; actives 0.01% (n = 290,000); Q05BA5; F442A p/CIP-EGFP cells, EGFP fluorescence, 16 h; AID 1984;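 active means EGFP signal decrease of at least 30% at 10 µM or well 3 SD below plate mean, unless failing retest; inactive means the rest, including hits failing retest or dose response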; further: some compounds called inactive have numbers as strong as hits; many of its hits are not listed in these tables
The depositor's hits bear a star; nt = not tested or not shown.

SMILES	IDE inh	UBC9 SUMO inh	GalR3 antag	VIM-2 inhibitor	HCV NS3 hel inh	IMP-1 inh	CRFBP-R2 block	IDE cell activ	p-CIP stab down
COc1cccc(-n2cnc3sc(-c4ccccc4)cc3c2=O)c1	6	nt	-2	nt	nt	nt	12	-4	nt
O=C(OCC1CC(c2ccccn2)=NO1)c1ccc(Br)cc1 (stereo unspecified)	-5	19	-5	-2.9	4	-3.0	-6	-3	-10
O=C1NN(c2ccccc2)C(=O)/C1=C\c1coc2ccc(O)cc2c1=O	6	22	-2	-1.1	11	0.7	-25	-2	-4
CNC(=O)C1CC(=O)N(c2ccc(OCC(=O)NCc3ccccc3)cc2)C1 (stereo unspecified)	1	-5	-8	0.3	-1	-0.2	-15	0	-12
O=C(O)CNS(=O)(=O)c1ccc2[nH]c(=O)c(=O)[nH]c2c1	-3	9	-6	2.3	-4	-2.5	-3	5	1
Cc1cccc(-c2c3c(=O)n(C)c(=O)n(C)c3cn2CC2CCCO2)c1 (stereo unspecified)	-2	-6	1	-4.6	10	-2.1	24	6	-11
Cc1cc(C(=O)Nc2ccc(Cl)cc2)on1	-1	-7	-7	-0.9	19	0.2	11	3	-12
Oc1ccc(N2CCN(c3nnnn3-c3ccccc3)CC2)cc1	3	-4	-7	1.4	2	-0.9	-4	0	-17
CCOC(=O)C1CCCN(S(=O)(=O)c2cc(Br)cc3c2N(C(C)=O)CC3)C1 (stereo unspecified)	0	5	-11	0.3	1	0.1	-7	1	-23
CCNC(=S)N1CCN(CCN=CC2=C(O)CC(C)(C)CC2=O)CC1	5	-4	-8	-2.4	5	-4.3	-3	0	4
Cc1ccc(S(=O)(=O)C2(C(=O)Nc3nccs3)CC2)cc1	-2	11	4	-2.5	-6	-2.9	15	0	-3
O=C1NC(=Nc2ccccc2)/C(=C/c2ccco2)S1	4	32	-3	3.0	28	-3.2	8	-2	-2
COc1ccc(C2CC(=O)c3c(O)cc(O)cc3O2)c(CC=C(C)C)c1OC (stereo unspecified)	4	nt	1	nt	nt	nt	4	5	nt
OCc1ccccc1N=Cc1cccnc1	-3	3	-8	-2.1	-2	-2.1	-3	2	1
CC(C)C(=O)Nc1cc(S(=O)(=O)N2CCOCC2)ccc1N1CCCCC1	3	nt	-6	nt	nt	nt	-4	-1	nt
O=C(c1cc(-c2ccccc2)on1)N1CCN(c2ccccc2)CC1	4	0	-2	-0.5	-7	-1.3	12	0	8
O=C(Nc1ccccc1)NC1(C(=O)N2CCN(C(=O)c3ccco3)CC2)CCCCC1	3	8	-1	-2.6	-2	-2.7	-7	0	-4
COc1ccc(-c2csc(NC(=O)c3cc(C)on3)c2C#N)cc1OC	-3	5	5	-4.8	4	-0.7	14	-5	-2
COc1ccc2cc(C(N)=O)c(=Nc3ccc(C)cc3)oc2c1	5	6	-7	-2.2	30	-2.5	-9	4	13
Fc1ccc(-c2csc(-c3ccc(C4SCCS4)cc3)n2)cc1F	3	-2	-2	-1.1	-2	-1.4	-15	-6	-9
CCOC(=O)Cn1c(-c2ccccn2)nc2ccccc21	0	29	-3	-4.2	-1	-2.5	5	4	-2
O=[N+]([O-])c1ccccc1/C=N/N1CCN(Cc2ccccc2)CC1	-1	5	-2	-2.0	-3	-1.6	6	4	-12
O=C(CCC1CCCC1)Nc1ccc(OCC(=O)N2CCOCC2)cc1	4	11	-3	-1.2	2	-3.1	0	2	0
Cc1cc(=O)oc2cc(OCC(=O)N3CCN(c4ccc(F)cc4)CC3)c(Cl)cc12	-1	6	-8	1.0	-2	-1.2	-11	-1	-8
O=C(ON=C1CCN(S(=O)(=O)c2ccccc2)CC1)c1cccc(Cl)c1	-2	-10	-5	-2.4	-4	-3.3	13	-1	-6
(listing goes on)
SMILES	IDE inh	UBC9 SUMO inh	GalR3 antag	VIM-2 inhibitor	HCV NS3 hel inh	IMP-1 inh	CRFBP-R2 block	IDE cell activ	p-CIP stab down
CCOC(=O)c1sc(N)c(C#N)c1CSc1nnc(C2CC2)n1N	3	12	-1	-2.0	3	-1.5	-1	-2	-6
O=S(=O)(c1ccc(Cl)nc1)N1CCN(Cc2ccc3c(c2)OCO3)CC1	5	-5	-5	-2.2	-2	-4.3	20	3	1
COc1ccc(-c2cc3ccc(OCC(C)=O)cc3oc2=O)cc1	7	37	0	-6.0	4	-3.5	7	-1	-11
CCn1cc(C(=O)N2CCCC(CO)(Cc3ccccc3C)C2)cn1 (stereo unspecified)	0	-12	-6	-1.2	-6	-1.3	-14	4	-2
CN1CCN(C(=O)/C(=C/c2cn(C)c3ccccc23)NC(=O)c2ccccc2)CC1	-2	0	-6	0.7	-10	-0.1	6	6	12
CCOC(=O)c1sc(NC(=O)C2CCC2)cc1C	3	9	2	-1.7	-8	-3.4	-22	-5	-23
O=C(COC(=O)/C=C/c1cccc([N+](=O)[O-])c1)Nc1cccnc1Cl	-4	nt	1	nt	nt	nt	10	6	nt
O=C(Nc1nnc(C2=COCCO2)o1)c1ccc(Br)cc1	-2	10	-4	-1.4	24	-5.0	nt	1	2
CCN(CC)CCNC(=O)CCc1c(C)nc2c(c(C)nn2-c2ccc(C)cc2)c1C	nt	16	-15	3.7	-47	-2.2	-12	-6	4
N#Cc1c(N2CCCC2)nsc1-c1ccccc1	-3	3	nt	0.6	2	-4.0	5	0	-9
COc1cc(S(=O)(=O)Nc2cccc(C)c2)ccc1NC(=O)c1ccncc1	3	-13	-6	-2.3	-11	-4.3	13	3	0
CCn1c(O)c(/C=C2\C=NN=C2c2ccc(C)cc2)sc1=S	0	-8	-4	-1.2	4	-0.6	3	5	2
CCn1ncc(NC(=O)Nc2cccc(C(F)(F)F)c2)c1C(N)=O	0	-9	-6	-0.4	-2	-1.2	39	3	-16
O=C(CN1CCCCCC1)N/N=C/c1ccc(Cl)c(Cl)c1	0	13	-4	-2.2	4	-0.6	5	0	-20
O=C(Cn1c2ccccc2c2nc3n(c(=O)c21)CCS3)Nc1ccccc1	1	nt	-7	2.4	-9	1.4	-12	5	-6
CCCn1nnnc1NCc1ccccc1F	3	12	-7	-1.7	-4	-4.0	12	8	-6
O=C(Nc1cc(S(=O)(=O)N2CCOCC2)ccc1N1CCOCC1)c1cc2c(s1)CCC2	-2	10	-8	1.5	0	-1.8	7	-1	-15
COc1ccc(N(C(C)C(=O)N/N=C/c2cc(Br)c(C)o2)S(C)(=O)=O)cc1 (stereo unspecified)	2	14	1	-3.3	8	-1.0	-5	5	1
CS(=O)(=O)N1CCC(Oc2ccccc2C(=O)NC(C2CC2)C2CC2)CC1	3	10	-8	-4.4	-5	-4.5	-8	4	-13
COc1ccc(OC)cc1	5	nt	-2	nt	nt	nt	-7	3	nt
O=C(COC(=O)c1ccc(Br)o1)Nc1ccc(F)cc1[N+](=O)[O-]	-7	nt	1	nt	nt	nt	-2	1	nt
O=C(CCCCCn1c(=O)[nH]c2ccsc2c1=O)N1CCCCC1	1	3	-2	-2.3	11	-1.8	22	-1	-28
S=C(NCc1ccc2c(c1)OCO2)NCc1ccc2c(c1)OCO2	-3	-29	-1	-1.2	-17	-0.8	24	-2	1
CCN(c1ccccc1)S(=O)(=O)c1ccc(Cl)c(NC(=O)COC(=O)c2cccc(OC)c2O)c1	-7	5	2	-2.3	-1	-2.6	8	-5	-6
Cc1nc(NS(=O)(=O)c2ccccc2)sc1C(=O)NNS(=O)(=O)c1ccccc1	-3	2	-10	1.6	-1	-0.8	-22	2	1
Remaining list, next part.
SMILES	IDE inh	UBC9 SUMO inh	GalR3 antag	VIM-2 inhibitor	HCV NS3 hel inh	IMP-1 inh	CRFBP-R2 block	IDE cell activ	p-CIP stab down
O=C1c2ccccc2C(=O)C1c1ccc2ccccc2n1	6	-25	-2	-0.1	-4	-3.6	2	5	33
O=[N+]([O-])c1ccc(S(=O)(=O)Nc2nnc(C3CCCCC3)s2)cc1	3	1	-9	-0.9	-24	-2.4	17	2	4
S=C1NC[C@H](Cc2ccccc2)N1CCc1cccc2ccccc12	8	-46	-6	nt	nt	nt	0	-11	-11
O=C1c2cnc3nc(SCc4cccc(Cl)c4)nn3c2CC2c3ccccc3CCN12 (stereo unspecified)	7	23	-4	-1.6	6	-3.0	1	3	-37
O=C(CN1C(=O)c2ccccc2C1=O)Nc1cccc(Cl)c1	0	5	-8	0.5	-10	0.0	-11	-2	1
Cc1n[nH]c(=S)n1Cc1ccccc1	-1	6	-1	11*	-31	-4.5	-1	-1	-5
Cc1ccc([N+](=O)[O-])cc1S(=O)(=O)N1CCCN(C)CC1	3	-1	-10	0.5	-7	-2.8	9	3	-9
CNC(=O)c1cccc(NC(=O)c2cc(-c3ccccc3)nc3c2cnn3C(C)C)c1	2	nt	-4	nt	nt	nt	-1	5	nt
CS(=O)(=O)c1ccccc1C(=O)Nc1cc(Cl)ccc1-n1cncn1	5	nt	-4	nt	nt	nt	-4	3	nt
c1cn2cc(CSC3CCCCC3)nc2s1	-2	-12	-2	9.1*	3	-2.5	17	1	8
COc1ccc(Cl)cc1N(C(=O)c1ccco1)C(C(=O)NC1CCCC1)c1ccco1 (stereo unspecified)	9	5	-4	-2.3	8	-4.6	-2	-2	4
S=C(NCCc1c[nH]c2ccccc12)NC1CCCC1	1	-4	-5	-0.7	8	-2.6	8	3	-8
O=C(NCCN1CCOCC1)/C(=C\c1ccc(Br)cc1)NC(=O)c1cccs1	-1	1	-1	-3.1	-10	-0.9	5	5	-3
CCN(CC)c1nc(C)c(C(=S)Nc2cc([N+](=O)[O-])ccc2Cl)s1	2	-17	-2	-3.2	-2	-2.5	-14	-11	-22
CCC(c1nnnn1Cc1ccc(F)cc1)N1CCN(C2CCCCC2)CC1 (stereo unspecified)	1	19	-3	1.3	-12	-1.6	9	4	-4
Cc1ccccc1NC(=O)CN1C(=O)N/C(=C\c2ccccc2OCc2ccc(C(=O)O)cc2)C1=O	3	49	8	-1.6	7	-0.6	7	4	13
COc1ccc(-c2nc(Cn3c(SCc4cccc(F)c4)nc4ccncc43)c(C)o2)cc1OC	-3	-12	nt	-2.5	-27	-5.2	-14	-3	14
Cc1ccc(-c2nc(C#N)c(NCc3ccco3)o2)cc1	1	33	0	-0.9	-8	-2.5	31	-3	-7
CN(C)CCCNc1oc(-c2ccc(Cl)cc2)nc1S(=O)(=O)c1ccccc1	-2	nt	-3	nt	nt	nt	-10	1	nt
O=C(Nc1ccc(Cl)cc1)Nc1nc(-c2ccccc2O)cs1	1	-6	-1	-3.2	3	-0.7	-6	5	-5
COc1cc(OC)cc(-c2c(C#Cc3ccsc3)c3cc(-c4ccc(OC)nc4)ccc3n2C)c1	-3	nt	-4	nt	nt	nt	1	8	nt
O=C(Nc1ccccc1C(F)(F)F)c1cc(-c2ccco2)on1	-2	5	-6	-3.5	1	-2.2	-5	1	4
CCN1CCN(S(=O)(=O)c2ccc(Cl)c(C(=O)NC3CCCCC3)c2)CC1	-10	nt	0	nt	nt	nt	9	1	nt

Source: PubChem (several laboratories)
